Growth percent in the NCI-60 one-dose screen (48 h, 10 µM unless noted): 100 = growth as untreated, 0 = no growth, -100 = all killed.
HL-60(TB) – HL-60(TB) leukemia cells | 9% of 78,000 active | AID 1794776; active = growth percent below 10
The depositor's hits bear a star; & = joins results of further samples.

Results for O=[N+]([O-])c1ccc(S(=O)(=O)NCNS(=O)(=O)c2ccc([N+](=O)[O-])cc2)cc1 ?
HL-60(TB): 82

Results for CC(C)c1cccc(C(C)(C)C)n1 ?
HL-60(TB): 108

What do the screens show for `N#C/C(=C\c1ccco1)C(=O)Nc1ncc(Cc2cc(Cl)ccc2Cl)s1`?
HL-60(TB): 99

What do the screens show for `COc1cc(C)cc(C(O)Cc2cccc(-c3ccc(N(c4ccccc4)c4ccccc4)cc3)n2)c1` (configuration not stated)?
HL-60(TB): 99

Results for COc1cnc2c(c1)C(=O)c1c-2n(CCCNC(C)C)c(=O)c2cc(Cl)ccc12 ?
HL-60(TB): -69*

What do the screens show for `COc1cccc(/C=C2\Oc3cc(C)c(Cl)cc3C2=O)c1`?
HL-60(TB): 112

What do the screens show for `C1=CC2C3CCC(C3)C2C1` (configuration not stated)?
HL-60(TB): 86

Results for CSc1cccc(NC(=O)N2CCN(C)CC2)c1 ?
HL-60(TB): 106

How did Cc1cccc(C(=O)N2C(=O)[C@]3(c4ccccc42)[C@@H](c2ccc(F)cc2)[C@H](C(=O)c2ccc(O)cc2)[C@@H]2CCCN23)c1 do in these assays?
HL-60(TB): 49

What do the screens show for `C[n+]1c(-c2ccccc2)ccc2ccccc21`?
HL-60(TB): 98

How did CCS(=O)(=O)c1ccc(C(=O)NN)cc1 do in these assays?
HL-60(TB): 99&108

What do the screens show for `CCc1[nH]nc(-c2ccc(OC)cc2)c1-c1ccccc1OCCN(CC)CC`?
HL-60(TB): 93

How did CCCCNCC#N do in these assays?
HL-60(TB): 85

How did CC1=C2[C@@H](CC1=O)[C@](C)(O)CC[C@@H]1[C@@H](CN(C)C)C(=O)O[C@@H]21 do in these assays?
HL-60(TB): 88

Results for O=S(=O)(O)C(Br)(Br)Br ?
HL-60(TB): 90

How did CCCCC(CC)CN1CN(CC(CC)CCCC)CC(C)(N)C1 (configuration not stated) do in these assays?
HL-60(TB): 80&99

What do the screens show for `Cc1nc(CSc2ccccc2C(=O)Nc2cccc(-c3nnco3)c2)no1`?
HL-60(TB): 81

Results for Clc1ccc(Cc2nnc3sc(-c4cccnc4)nn23)cc1 ?
HL-60(TB): 97

Results for O=C(CCC1CCCCC1)OCCCl ?
HL-60(TB): 101

What do the screens show for `O=C(NCCN1CCOCC1)OCc1nc2nc(Cl)nc(N3CCOCC3)c2[nH]1`?
HL-60(TB): -54*

Results for Clc1nnc2c3ccccc3ccn12 ?
HL-60(TB): 93

Results for O=C(Nc1ccn(C2OC(CO)C(O)C2O)c(=O)n1)c1ccccc1 (configuration not stated) ?
HL-60(TB): 107

What do the screens show for `COc1cccc2c1OC(c1ccc3noc(-c4ccccc4)c3c1)N1N=C(c3ccc(C)cc3)CC21` (configuration not stated)?
HL-60(TB): 106

How did COc1ccc(C(CC(CCNS(=O)(=O)c2ccc(C)cc2)OC)c2ccc3ccccc3c2)cc1 (configuration not stated) do in these assays?
HL-60(TB): 82

Results for Clc1ccc(Nc2nnc(-c3ccc4c(c3)OCO4)o2)cc1 ?
HL-60(TB): 80

How did O=C(/C=C1\C(=O)N(Cc2ccc([N+](=O)[O-])cc2)c2ccccc21)c1ccc(OCCN2CCCC2)cc1 do in these assays?
HL-60(TB): 17

How did COc1cc(-c2nn(C(=O)NCCN3CCCCC3)cc2-c2ccncc2)ccc1Cl do in these assays?
HL-60(TB): 109

Results for COc1cc(/C=C\C(=O)O)ccc1OCc1ccccc1 ?
HL-60(TB): 122

What do the screens show for `Clc1nnc2ccc(N3CCC(c4ccccc4)CC3)nn12`?
HL-60(TB): 62

What do the screens show for `CC1NCCC[C@]2(C)[C@H]3CC[C@@H]4[C@H]5[C@H]6OC[C@@]5(CCC6(C)C)CC[C@@]4(C)[C@]3(C)CC[C@@H]12` (some centres not stated)?
HL-60(TB): 82

What do the screens show for `Cc1ccc(NC(=O)c2sc3nc(C)c(Br)c(C)c3c2N)cc1`?
HL-60(TB): 95

What do the screens show for `CCCN1C(=O)/C(=C2\SC(=Nc3ccccc3)N(Nc3ccccc3)C2=O)c2ccccc21`?
HL-60(TB): 89

Results for CCC(c1ccccc1)C(CC)c1cc(O)c(O)c(O)c1 (configuration not stated) ?
HL-60(TB): 90

How did Cc1ccc(S(=O)(=O)Nc2cccc3ccccc23)cc1 do in these assays?
HL-60(TB): 99

How did COc1ccccc1NC1=C(N2CCCCC2)C(=O)c2ccccc2C1=O do in these assays?
HL-60(TB): 73

How did COc1ccc(-c2nc(SCC(=O)N3CCN(c4cc5c(cc4F)c(=O)c(C(=O)O)cn5C4CC4)CC3)nc(Cl)c2C#N)cc1 do in these assays?
HL-60(TB): 108

What do the screens show for `CCc1cccc(CC)c1NC(=O)c1sc2nc3c(cc2c1N)CCCC3`?
HL-60(TB): 41

How did COc1ccc(C(=O)Nc2ccc(Cl)cc2)cc1 do in these assays?
HL-60(TB): 96

How did Cc1cc(I)nc2ccccc12 do in these assays?
HL-60(TB): 89

What do the screens show for `COc1cc(/C=C/C(=O)c2ccc(NC(=O)CN3CCN(c4cc5c(cc4F)c(=O)c(C(=O)O)cn5C4CC4)CC3)cc2)cc(OC)c1OC`?
HL-60(TB): -34*

Results for COc1ccc(C2=NN(C(C)=O)C(c3ccc(Oc4ccnc5cc(Cl)ccc45)c(OC)c3)C2)cc1 (configuration not stated) ?
HL-60(TB): 78

Results for COc1cc(-c2cc(=O)oc3cc(O)ccc23)cc(OC)c1OC ?
HL-60(TB): 86

Results for O/N=C(\CSc1nnc(-c2ccccc2)o1)c1ccccc1 ?
HL-60(TB): 86

What do the screens show for `COc1cc(-c2nnc(-c3c(-c4ccc(C)cc4)nc4ccccn34)o2)cc(OC)c1OC`?
HL-60(TB): 78

What do the screens show for `COc1cc2cc(OC(C)=O)c3cc4c(cc3c2c(OC)c1OC)OCO4`?
HL-60(TB): 97

Results for O=C1c2ccccc2C(=O)N1OCc1ccccc1 ?
HL-60(TB): 94

How did Cc1cccc(CCN)c1 do in these assays?
HL-60(TB): 102

How did CCOC(=O)c1ccccc1Cc1ccc(OC)cc1 do in these assays?
HL-60(TB): 94

How did CN1C(=O)C2=C(NCCN(C(=O)Cc3ccc4ccccc4c3)C2c2ccc(Cl)c(Cl)c2)C1(C)C (configuration not stated) do in these assays?
HL-60(TB): 99

What do the screens show for `C=CCC(OC(C)=O)c1ccc(C(C)C)cc1` (configuration not stated)?
HL-60(TB): 83

Copied from the results shown for reference:
How did Cc1ccc(S(=O)(=O)Nc2cccc3ccccc23)cc1 do in these assays?
HL-60(TB): 99

How did COc1ccccc1NC1=C(N2CCCCC2)C(=O)c2ccccc2C1=O do in these assays?
HL-60(TB): 73

How did COc1ccc(-c2nc(SCC(=O)N3CCN(c4cc5c(cc4F)c(=O)c(C(=O)O)cn5C4CC4)CC3)nc(Cl)c2C#N)cc1 do in these assays?
HL-60(TB): 108

What do the screens show for `CCc1cccc(CC)c1NC(=O)c1sc2nc3c(cc2c1N)CCCC3`?
HL-60(TB): 41

How did COc1ccc(C(=O)Nc2ccc(Cl)cc2)cc1 do in these assays?
HL-60(TB): 96

How did Cc1cc(I)nc2ccccc12 do in these assays?
HL-60(TB): 89

What do the screens show for `COc1cc(/C=C/C(=O)c2ccc(NC(=O)CN3CCN(c4cc5c(cc4F)c(=O)c(C(=O)O)cn5C4CC4)CC3)cc2)cc(OC)c1OC`?
HL-60(TB): -34*

Results for COc1ccc(C2=NN(C(C)=O)C(c3ccc(Oc4ccnc5cc(Cl)ccc45)c(OC)c3)C2)cc1 (configuration not stated) ?
HL-60(TB): 78

Results for COc1cc(-c2cc(=O)oc3cc(O)ccc23)cc(OC)c1OC ?
HL-60(TB): 86

Results for O/N=C(\CSc1nnc(-c2ccccc2)o1)c1ccccc1 ?
HL-60(TB): 86

What do the screens show for `COc1cc(-c2nnc(-c3c(-c4ccc(C)cc4)nc4ccccn34)o2)cc(OC)c1OC`?
HL-60(TB): 78

What do the screens show for `COc1cc2cc(OC(C)=O)c3cc4c(cc3c2c(OC)c1OC)OCO4`?
HL-60(TB): 97

Results for O=C1c2ccccc2C(=O)N1OCc1ccccc1 ?
HL-60(TB): 94

How did Cc1cccc(CCN)c1 do in these assays?
HL-60(TB): 102

Remaining list, next part:
Results for CCCCC1=C(P(=O)(O)O)N[C@H](C(=O)O)CS1 ?
HL-60(TB): 103

How did Cc1ccc(S(=O)(=O)N(c2ccc(Cl)cc2)c2ccccc2C(=O)O)cc1 do in these assays?
HL-60(TB): 113

What do the screens show for `CCOC(=O)c1cc2oc(/C=C/c3cc(=O)c4cc(Cl)ccc4o3)cc2[nH]1`?
HL-60(TB): 93

How did CCCCCCCCCCCCCCCCN(C(C)c1ccccc1)S(=O)(=O)c1ccc(OC)c(N)c1 (configuration not stated) do in these assays?
HL-60(TB): 98

Results for CC1=NN(c2ccccc2)C(=O)C1N=Nc1c(O)cc(S(=O)(=O)O)c2ccccc12 (configuration not stated) ?
HL-60(TB): 96

How did Nc1c(C(=O)Nc2ccncc2)sc2nc3c(cc12)CCCCC3 do in these assays?
HL-60(TB): 56

Results for Cc1ccc(S(=O)(=O)NCCCc2ccccc2)cc1 ?
HL-60(TB): 114

Results for CCCC1OCC(CC)([N+](=O)[O-])CO1 (configuration not stated) ?
HL-60(TB): 87

How did COC(=O)CCC(=O)NC1C2CC3CC(C2)CC1C3 (configuration not stated) do in these assays?
HL-60(TB): 81

What do the screens show for `O=S(=O)(NCCCNc1nccc(-c2cn(-c3ccccc3)nc2-c2ccc(Cl)c(O)c2)n1)c1ccc(Cl)cc1`?
HL-60(TB): 92

How did COc1ccc(-c2c(NC(=O)Nc3cccc(C(F)(F)F)c3)cnn2-c2ccc(S(N)(=O)=O)cc2)cc1 do in these assays?
HL-60(TB): 80

What do the screens show for `O[C@H]1CO[C@H]2[C@@H]1OC[C@@H]2Oc1ccc(Nc2nc(Nc3ccc(F)c(Cl)c3)ncc2F)cc1Cl`?
HL-60(TB): 104

What do the screens show for `Cc1ccc(S(=O)(=O)N(CCCc2c(C)nc[nH]c2=O)c2ccccc2)cc1`?
HL-60(TB): 99

What do the screens show for `Cc1cc(=O)oc2c1ccc1ccccc12`?
HL-60(TB): 96

How did NC(CCSC(c1ccccc1)c1ccccc1)C(=O)O (configuration not stated) do in these assays?
HL-60(TB): 96

Results for COC(=O)CCCCCCCCCCCCO ?
HL-60(TB): 110

How did O=c1oc2ccccc2n2cc3ccccc3c12 do in these assays?
HL-60(TB): 92

How did O=C(NNc1nc2cc(F)c(F)cc2n2cccc12)c1cnccn1 do in these assays?
HL-60(TB): 3.7*

What do the screens show for `Nc1nc(Cl)c2c(n1)Nc1ccccc1N=C2`?
HL-60(TB): 65

How did CC(=O)NC1CCC(NC(=O)C2CCC3NOC(C4CCCCC4)C3C2)CC1 (configuration not stated) do in these assays?
HL-60(TB): 110

What do the screens show for `CCCCNC(=O)Nc1ccc(S(=O)(=O)c2ccccc2)cc1`?
HL-60(TB): 89

Results for COCC(Cl)/C(N)=N\S(=O)(=O)c1ccc(Cl)cc1 (configuration not stated) ?
HL-60(TB): 115

Results for O=P(O)(c1ccccc1)c1ccccc1I ?
HL-60(TB): 117

What do the screens show for `CC1(C2CCC3(C)OC3C2)CO1` (configuration not stated)?
HL-60(TB): 83

Results for CC1(C)C2CC=C(C3OC45CCCCC4C(C#N)(C(=N)O5)C3(C#N)C#N)C1C2 (configuration not stated) ?
HL-60(TB): 85

What do the screens show for `OCCN1CCN(CCCN2c3ccccc3Sc3ccc(C(F)(F)F)cc32)CC1`?
HL-60(TB): 33

What do the screens show for `COc1ccc(-c2nc(N=Nc3c(O)[nH]c4ccc(C)cc34)[nH]c(=O)c2C#N)cc1OC`?
HL-60(TB): 103

How did NC(=NC1CCCCC1)NC1CCCCC1 do in these assays?
HL-60(TB): 94

What do the screens show for `COc1ccc2cc([C@@H]3C[C@H](Cl)CCO3)ccc2c1`?
HL-60(TB): 100

What do the screens show for `COCCN(CC(=O)N(CC(=O)N(CC(=O)O)Cc1ccccc1)CC(C)C)C(=O)CN(CC(=O)O)C(=O)CN`?
HL-60(TB): 112

How did CC1(C)N=c2cc3c(cc2N1c1ccc(Cl)cc1)=Nc1ccccc1N3c1ccc(Cl)cc1 do in these assays?
HL-60(TB): -40*

How did COc1cccc(-c2nc3occn3c2-c2ccnc(NCCNS(=O)(=O)c3ccc(Cl)cc3)n2)c1 do in these assays?
HL-60(TB): 117

How did O=C(CN1CCCCC1)c1ccc(-c2ccccc2)cc1 do in these assays?
HL-60(TB): 99

How did O=S(=O)(O)c1cc(I)c(O)c2ncccc12 do in these assays?
HL-60(TB): 105

How did CC(C)=NOC(=O)Nc1ccccc1 do in these assays?
HL-60(TB): 103

Results for Cc1c(O)nc(N)[nH]c1=O ?
HL-60(TB): 137

What do the screens show for `Cc1cc(N/N=C/c2ccccn2)nc2ccccc12`?
HL-60(TB): -13*

Results for C=CCNc1ccc2c3c(cccc13)C(=O)N(CC=C)C2=O ?
HL-60(TB): 102

What do the screens show for `CCOC(=O)c1ccc2n1CCc1cnc(Nc3ccccc3)nc1-2`?
HL-60(TB): 94

Results for COc1cccc(-c2nc3sccn3c2-c2ccnc(NCCN3CC(C)(C)NS3(=O)=O)n2)c1 ?
HL-60(TB): 109

Results for Clc1ccc2c([C@H]3CC[C@H](c4c[nH]c5cc(Cl)ccc45)c4[nH]c5cc(Cl)ccc5c43)c[nH]c2c1 ?
HL-60(TB): 127

Results for CN(C)c1ccc(Cc2cc(-c3ccc(Cl)c(Cl)c3)n[nH]c2=O)cc1 ?
HL-60(TB): 91

Results for COc1ccc(/C=C/c2cc(N3CCOCC3)c3cc(Cl)c(Cl)cc3n2)cc1OC ?
HL-60(TB): 85

What do the screens show for `COCCOCC(O)c1ccccc1` (configuration not stated)?
HL-60(TB): 102

How did N=c1c2c(=N)n3c(nc2nc2sc4cc(Cl)ccc4n12)sc1cc(Cl)c(Cl)cc13 do in these assays?
HL-60(TB): 90

Results for COc1c(C(=O)/C=C/c2ccc(C)o2)c(O)cc2occc12 ?
HL-60(TB): 45

Results for Fc1ccc(Nc2nc(NCCNc3ccnc4cc(Cl)ccc34)nc(N3CCOCC3)n2)cc1 ?
HL-60(TB): -6.8*

How did c1ccc2c(C3OCC4(CCCCC4)CO3)cccc2c1 do in these assays?
HL-60(TB): 89

What do the screens show for `CC(=O)C1=C(O)C=C2Oc3c(C(=O)/C=C/c4cc(Cl)cc(Cl)c4)c(O)c(C)c(O)c3[C@]2(C)C1=O`?
HL-60(TB): -35*

Results for CSc1ncc(C)c(Nc2ccc(Cl)cc2)n1 ?
HL-60(TB): 112

Screens from PubChem.

This is a subset. The share of hits here may be higher or lower than overall.
